# Assay outcomes (PubChem BioAssay)
# RTF Ca sens inh = cardiac RTF calcium desensitization | inhibition, % at 7.15 µM | 0.12% of 340,000 active | IANBD-labeled cardiac RTF, Ca2+ fluorescence;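 active means inhibition above the mean inhibition of all tested compounds plus 3 SD, cut at about 17% in these data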;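 further: assay run at fixed EC70 calcium of 1.6 mM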
# LANA DNA inh = KSHV C-LANA DNA binding inhibition. inhibition, % at 9 µM. 0.078% of 340,000 active. MBP-C-LANA/FAM-LBS DNA binding, fluorescence polarization;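 active means highest replicate inhibition at or above 60% at 9 µM, even if other replicates fall short; inactive means all replicates below 60% inhibition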;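 further: 0% = neutral control wells and 100% = 4 µM acridine orange control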
# DAGLB inh = blocks human DAGLB lipase activity. Q8NCG7. 0.059% of 340,000 active. inhibition, % at 5.17 µM. HEK293T DAGLB membrane lysate, EnzChek fluorogenic substrate; in the data active means inhibition above about 34%;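 further: 0% = enzyme with vehicle and 100% = wells lacking enzyme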
# Keap1 Nrf2 FP = Keap1-Nrf2 (human) interaction inhibition | Keap1 Kelch-Nrf2 peptide fluorescence polarization, 1536-well | 0.15% of 340,000 active | inhibition, % at 9.4 µM | AID 504523 | Q14145; in the data active means inhibition above about 12%;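 further: human Keap1 Kelch domain with fluorescein labeled Nrf2 9mer peptide probe; 0% = neutral control wells and 100% = peptide positive control; higher means more block of Keap1 binding to Nrf2 peptide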
# NSD2 inh = inhibitors of human histone methyltransferase NSD2; NSD2 peptide methylation, AlphaScreen, 120 min; 0.54% of 310,000 active; AID 743445; inhibition, % at 12.5 µM; O96028; in the data active means inhibition above about 50%
# PvdQ acylase = blocks Pseudomonas aeruginosa PvdQ acylase activity; AID 488965; purified PvdQ acylase, fluorescence plate reader; inhibition, % at 10 µM; 0.063% of 340,000 active; in the data active means inhibition above about 30%, passing the limit was not always enough;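 further: 0% = vehicle neutral wells and 100% = reference inhibitor wells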
# Arr AP2 block = human beta-arrestin and AP2 interaction inhibition; FITC-arrestin peptide / GST-AP2 beads, flow cytometry; AP2 beta2 appendage carries R879A mutation; inhibition, % at 10 µM; 0.31% of 340,000 active;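 active means inhibition above a set limit, near 3 SD of compounds lacking own fluorescence, cut at about 54% in these data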;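 further: plate controls were DMSO wells for no effect and 5 µM unlabelled arrestin peptide for full effect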
#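 Assay system: GST-AP2 R879A bound to glutathione beads, E. coli-expressed; Medium: PBS with 0.05% Tween 20 and 0.1% BSA; Also added: fluorescein-tagged arrestin peptide at 50 nM final; Timing: 12 min plus 1 h, RT; Measured by: flow cytometry, FL1 (488/535 nm); Evaluation: percent drop in bead-associated FITC signal.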
# SR-BI DiI inh = inhibitors of mouse SR-BI mediated HDL lipid uptake. Q61009. ldlA[mSR-BI] CHO cells, DiI-HDL uptake fluorescence, 3 h. inhibition, % at 12.5 µM. 0.96% of 320,000 active. AID 488896;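 active means mean replicate inhibition of at least 70% and a set share of replicates each scoring 70 or more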;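 further: 0% = median of neutral control wells and 100% = median of positive control wells; values of inactives mirror those of a sister screen read the other way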
# Target sequence (Q61009 whole entry, looked up): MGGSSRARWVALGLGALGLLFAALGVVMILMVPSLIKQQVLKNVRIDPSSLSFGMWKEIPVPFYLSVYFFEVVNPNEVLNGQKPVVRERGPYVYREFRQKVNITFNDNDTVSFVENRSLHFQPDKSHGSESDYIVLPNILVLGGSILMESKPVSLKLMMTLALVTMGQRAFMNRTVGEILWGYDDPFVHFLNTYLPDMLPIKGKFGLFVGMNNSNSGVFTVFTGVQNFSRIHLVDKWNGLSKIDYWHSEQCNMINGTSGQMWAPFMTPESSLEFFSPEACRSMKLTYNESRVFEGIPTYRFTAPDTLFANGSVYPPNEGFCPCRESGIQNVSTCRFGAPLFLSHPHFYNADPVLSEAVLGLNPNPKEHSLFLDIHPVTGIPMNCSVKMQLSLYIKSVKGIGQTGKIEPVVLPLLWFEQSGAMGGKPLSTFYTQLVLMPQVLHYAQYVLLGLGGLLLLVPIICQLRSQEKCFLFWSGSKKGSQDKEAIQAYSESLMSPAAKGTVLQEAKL
# SR-BI uptake up = enhances SR-BI lipid uptake from DiI-HDL; CHO ldlA[mSR-BI] cells, DiI-HDL uptake fluorescence, 3 h; 100 = double the neutral-control signal; activation, % at 12.5 µM; 0.096% of 320,000 active; AID 504775;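 active means mean replicate activation of at least 60% and every replicate at or above 60%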;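 further: 0% = median plate neutral-control signal and 100% = twice that signal; values of inactives mirror those of a sister screen read the other way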
#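 System: CHO ldlA[mSR-BI] cells / Medium: HEPES-buffered (25 mM, pH 7.4) F12 plus 0.5% BSA / Probe or stimulus: labelled HDL, 10 µg/mL / Doses: single compound concentration, delivered by pin transfer / Schedule: 3 h, 37 °C / Measured by: DiI fluorescence, bottom read / Measure: cell-associated DiI fluorescence as measure of HDL uptake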
# PKA-R2B act = activators of human PKA-R2B complex | P22694+P31323 | PKA-R2B holoenzyme dissociation, Cy5-IP20 fluorescence polarization; R2B truncated from residue 108, S112A mutant; 0% DMSO only, 100% 113 µM cGMP | activation, % at 11.4 µM | 0.079% of 340,000 active;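 active means activation above a cutoff set at the mean over all compounds plus 3 SD, cut at about 18% in these data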;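 further: higher means more holoenzyme dissociation and a rise in polarization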
# Target sequence (P31323 whole entry, looked up, other chains not shown, the tested form may be a part): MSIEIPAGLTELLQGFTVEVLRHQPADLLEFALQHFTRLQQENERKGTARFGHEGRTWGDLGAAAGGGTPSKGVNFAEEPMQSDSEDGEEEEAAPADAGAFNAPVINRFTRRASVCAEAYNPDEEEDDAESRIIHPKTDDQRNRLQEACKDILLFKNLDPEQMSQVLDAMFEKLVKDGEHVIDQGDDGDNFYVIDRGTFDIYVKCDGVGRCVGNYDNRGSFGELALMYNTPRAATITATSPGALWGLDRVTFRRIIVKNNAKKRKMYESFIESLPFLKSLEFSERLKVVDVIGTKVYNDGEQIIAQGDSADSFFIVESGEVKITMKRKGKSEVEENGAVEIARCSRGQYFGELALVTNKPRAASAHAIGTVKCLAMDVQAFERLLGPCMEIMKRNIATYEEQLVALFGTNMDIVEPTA
# Numbers without * were called inactive; nt = not tested or not shown.
SMILES,RTF Ca sens inh,LANA DNA inh,DAGLB inh,Keap1 Nrf2 FP,NSD2 inh,PvdQ acylase,Arr AP2 block,SR-BI DiI inh,SR-BI uptake up,PKA-R2B act
CC(C)Cc1nnc(NC(=O)CCC(=O)N2CCN(Cc3ccc(F)cc3)CC2)s1,-5,1.7,2,1,-3,3,11,-1,1,-9
COc1ccccc1NC(=O)CSc1nnnn1C1CCCC1,-6,0.2,-1,-4,nt,5,4,-15,15,-12
COc1ccc(C(C)NC(=O)C2C(=O)NC3(C)CC2c2ccccc2O3)cc1 (configuration not stated),-3,1.4,3,-1,-1,4,9,-10,10,-8
Cc1ccc(C)c(OCC(=O)NNC(=O)CCN2CCN(c3ccccc3)CC2)c1,-4,2.7,-1,2,0,-2,-2,8,-8,-9
CC(=O)OCCN1C(=O)c2ccc(-c3nc4ccccc4c(=O)o3)cc2C1=O,4,-1.8,1,1,nt,1,-1,11,-11,-7
C[C@H]1CN=C(N(C)C)N1CCCC1CCCC1,-8,-1.4,2,2,nt,-4,9,2,-2,-13
COC(=O)c1sc2[nH]c(=S)n(N)c(=O)c2c1C,-21,-0.4,0,2,nt,-2,-8,-11,11,0
COC(=O)Nc1ccc(C)c(NC(=O)OC)c1,2,0.9,2,3,-1,2,-5,-37,37,-2
COc1ccc(N(CC(O)Cn2c(C)nc3ccccc32)S(=O)(=O)c2ccccc2)cc1 (configuration not stated),6,2.0,-1,-4,3,-6,8,-23,23,-6
CC(C)OC(=O)c1ccc(NC(=O)Cn2c(-c3nonc3N)nc3ccccc32)cc1,-6,-0.6,-3,-2,-3,3,27,18,-18,-9
CCOC(=O)C1CCN(c2c(NCCCN(C)C3CCCCC3)c(=O)c2=O)CC1,-10,0.2,1,1,nt,-2,0,-8,8,2
O=C(c1ccc(C(F)(F)F)cc1)C1CCCN(C(=O)CCc2ccncc2)C1 (configuration not stated),-5,-0.4,-1,0,2,-8,-7,8,-8,6
CCC(C)C(=O)Nc1ccc(OC)cc1[N+](=O)[O-] (configuration not stated),-4,2.7,4,-4,1,-7,0,-7,7,-3
CCOC(=O)C1CCCCN1C(=O)c1cc2ccc(OC)cc2c2cc(OC)c(OC)cc12 (configuration not stated),11,-1.3,1,-6,nt,2,9,69,-69,2
CCCCn1c(CCCNC(=O)c2ccco2)nc2ccccc21,-15,-1.3,1,3,1,-6,-12,5,-5,-12
O=C(COc1cc2oc(=O)c3c(c2cc1Cl)CCCC3)NCc1cccnc1,-8,-0.1,3,0,3,-7,29,-1,1,-2
CCc1nnc(NS(=O)(=O)c2ccc(N/C=C\C(=O)c3ccc(F)cc3)cc2)s1,-11,-1.2,8,3,5,-2,-12,-5,5,2
Cc1cc(Cl)ccc1NC(=S)NCc1ccc(S(N)(=O)=O)cc1,1,-0.9,-2,-6,-1,15,10,16,-16,14
CCCCC(=O)Nc1cccc(NC(=S)NC(=O)C(C)C)c1,-4,0.1,-2,-4,-1,-2,3,-16,16,4
CN(CCOc1ccc(Cl)cc1)C(=O)c1cc([N+](=O)[O-])ccc1N1CCOCC1,-5,-1.5,2,-1,3,-4,0,23,-23,6
Cc1ccc(NC(=O)COC(=O)Cn2cnc3ccccc32)c([N+](=O)[O-])c1,-3,7.7,0,-5,-3,10,10,-6,6,-13
CN(C)S(=O)(=O)c1ccc(NC(=O)CCNC(=O)c2ccc([N+](=O)[O-])cc2)cc1,-23,-0.6,2,0,-3,-15,3,2,-2,-8
Cc1cc(O)cc(O)c1C(=O)Cc1cnn(-c2ccccc2)c1,4,-1.5,6,-2,-3,-10,21,-29,29,10
COc1ccc(OCc2n[nH]c(=S)o2)cc1,-4,0.7,1,-6,-1,-14,4,-27,27,-11
C=CCNC(=O)c1cc2c(=O)n3cccc(C)c3nc2s1,-6,-0.2,-1,-5,1,-18,22,-17,17,4
CCCN1CCN(C2CCCCC2NS(=O)(=O)c2ccccc2)CC1 (configuration not stated),4,0.6,-2,-3,6,-9,8,-8,8,1
CC(=O)Nc1ccc(-n2cnnn2)cc1,-18,-0.6,1,1,2,-7,-4,-8,8,0
O=C(Cc1n[nH]c(=O)c2ccccc12)N/N=C/c1cc2c(cc1Cl)OCO2,-14,-0.4,0,-2,15,-14,-11,-1,1,-10
O=C(c1cccc(S(=O)(=O)NCc2ccccc2)c1)N1CCN(c2ccc(F)cc2)CC1,-4,-1.9,1,-1,0,-13,8,9,-9,-3
CC1(C)Oc2ccc(C(=O)NNC(=O)Nc3ccccc3)cc2NC1=O,-3,1.5,-3,0,-3,2,0,-10,10,3
CC(=O)Nc1ccc(NC(=O)CSc2n[nH]c(-c3cccs3)n2)cc1,-3,0.4,0,1,-3,-4,2,-4,4,-16
COc1ccc(C(=O)NC(=S)Nc2ccc(S(=O)(=O)Nc3cc(C)on3)cc2)cc1OC,-3,0.4,2,1,1,-15,-8,29,-29,-15
O=C(CSc1ccccc1)Nc1nccs1,3,-0.2,-3,-4,-1,2,16,-17,17,-7
CCN1CCN(c2ccc(S(=O)(=O)N3CCCCC3)cc2NC(=O)Cc2c(F)cccc2Cl)CC1,-2,1.3,-2,3,6,0,27,-9,nt,8
COc1ccc(S(=O)(=O)n2cnc3cc(C)c(C)cc32)cc1,-5,-3.2,2,3,-2,-15,-2,-3,3,-6
O=C(N1CCOCC1)N1CCN(S(=O)(=O)c2ccccc2)C1,-2,-0.5,1,-4,-1,6,-2,1,-1,3
COc1ccc(CSc2nncn2C)cc1[N+](=O)[O-],-19,-1.3,0,5,-1,-11,1,2,-2,-6
O=C(NCC1CCCO1)c1ccc(NC(=O)c2ccc([N+](=O)[O-])cc2)cc1 (configuration not stated),-10,1.0,1,-3,0,8,-6,25,-25,5
Cc1ccc(CN2CC(C(=O)Nc3ncccc3C)CC2=O)cc1 (configuration not stated),2,1.0,1,0,1,-8,7,-13,13,-6
Cc1cc(O)cc2c1C1CCC3(C)C(=O)CCC3C1C=C2 (configuration not stated),0,0.1,3,-1,3,-6,25,39,-39,-16
O=C(C1=C[C@@H]2[C@H]3C(=O)N(c4ccc(Cl)cc4)C(=O)[C@H]3[C@@H](C(=O)c3ccc(Cl)cc3)N2C=C1)c1ccccc1,-7,-1.1,11,-9,-2,5,4,20,-20,-2
CCOc1ccc(/C=N/N2C(C)CCCC2C)cc1OC (configuration not stated),-1,-2.2,-3,-4,19,0,3,-23,23,-4
COc1ccc(NC(=O)COC(=O)c2ccc([N+](=O)[O-])o2)cc1Cl,-2,0.7,-4,4,2,-1,-13,15,-15,-6
COc1cc(/C=N/NC(=O)Cc2nnc(N)s2)cc(OC)c1OC,-11,-1.0,-1,-3,0,10,12,-17,17,2
CC1CCN(S(=O)(=O)c2ccc(NC(=O)c3ccncc3)cc2)CC1,-9,1.1,1,-2,-2,-18,-3,-7,7,-2
COc1cccc(CNC(=O)c2ccncc2)c1,-9,0.4,1,1,-3,6,68*,-12,12,8
CC(C)c1c(C(=O)N/N=C/c2cccc(OCc3ccc(F)cc3)c2)nnn1-c1nonc1N,-6,0.0,-1,0,3,7,21,4,-4,7
CCc1ccccc1NC(=O)CCc1c(C)nc(SC)nc1C,0,0.6,-1,0,-10,2,9,nt,nt,-4
Cc1cccc(N(CC(N)=O)C2SC(=O)NC2=O)c1 (configuration not stated),-8,0.0,-1,-5,-1,-15,1,-7,7,-2
Cc1nnc(SCC(=O)NC(=O)NCc2ccco2)n1Cc1ccccc1,-8,1.8,2,-4,nt,-17,1,-12,12,0
CC(=O)Oc1ccc(C2OC(=O)c3ccccc3N2C(C)=O)cc1 (configuration not stated),-1,1.7,3,6,14,-2,-1,2,30,8

# Structural class: the entries above containing a nitro group on carbon (7)
SMILES,RTF Ca sens inh,LANA DNA inh,DAGLB inh,Keap1 Nrf2 FP,NSD2 inh,PvdQ acylase,Arr AP2 block,SR-BI DiI inh,SR-BI uptake up,PKA-R2B act
CCC(C)C(=O)Nc1ccc(OC)cc1[N+](=O)[O-] (configuration not stated),-4,2.7,4,-4,1,-7,0,-7,7,-3
CN(CCOc1ccc(Cl)cc1)C(=O)c1cc([N+](=O)[O-])ccc1N1CCOCC1,-5,-1.5,2,-1,3,-4,0,23,-23,6
Cc1ccc(NC(=O)COC(=O)Cn2cnc3ccccc32)c([N+](=O)[O-])c1,-3,7.7,0,-5,-3,10,10,-6,6,-13
CN(C)S(=O)(=O)c1ccc(NC(=O)CCNC(=O)c2ccc([N+](=O)[O-])cc2)cc1,-23,-0.6,2,0,-3,-15,3,2,-2,-8
COc1ccc(CSc2nncn2C)cc1[N+](=O)[O-],-19,-1.3,0,5,-1,-11,1,2,-2,-6
O=C(NCC1CCCO1)c1ccc(NC(=O)c2ccc([N+](=O)[O-])cc2)cc1 (configuration not stated),-10,1.0,1,-3,0,8,-6,25,-25,5
COc1ccc(NC(=O)COC(=O)c2ccc([N+](=O)[O-])o2)cc1Cl,-2,0.7,-4,4,2,-1,-13,15,-15,-6
